Bioassay records (PubChem BioAssay)
USP2a inh: qHTS Assay for Inhibitors of Ubiquitin-specific Protease USP2a Using CHOP2 as the Reporter | Ubiquitin carboxyl-terminal hydrolase 2 (Homo sapiens), O75604 | USP2 core, Ub-CHOP2 coupled fluorogenic reporter, 485/531 | Potency, µM (doses to about 38.3 µM), for the others: top-dose activity change, negative = inhibition, actives largely listed as inhibitors | actives 0.01% (n = 330,000);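 note: potency is the fitted concentration of half-maximal effect; plate controls were DMSO wells for no effect and full inhibition by NEM control for full effect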
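USP2 core (10nM final) preincubated 30min RT with compound in 20mM Tris-HCl pH 8.0, 2mM CaCl2, 2mM beta-mercaptoethanol, 0.05% CHAPS; 25nM Ub-CHOP2 plus 25nM reporter substrate added, fluorescence (Ex485/Em531) read after 60min.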
Mito fusion yeast: qHTS Assay for Small Molecule Inhibitors of Mitochondrial Division or Activators of Mitochondrial Fusion | S. cerevisiae fusion-defective mutant growth rescue, CellTiterGlo 48 h | Potency, µM (titrated, usually from 46.1 µM), without a hit: top-dose growth rescue (activation), hits mostly activators | actives 0.23% (n = 320,000);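 note: potency is the fitted concentration of half-maximal effect; % of control where 0% means no effect; nearly all actives have a fitted effect of over 45% in size; temperature-sensitive fusion mutants such as fzo1-1 at 37 °C on non-fermentable ethanol glycerol medium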
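Growth-rescue viability read-out: after 48 h at the non-permissive 37C in glycerol/ethanol YPEG, yeast mitochondrial fusion mutants are measured by CellTiterGlo luminescence; compounds (23 nl pinned per well) restoring growth score as division inhibitors or fusion activators.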
S-ASM inh: Inhibitors of Secretory Acid Sphingomyelinase (S-ASM): qHTS | Sphingomyelin phosphodiesterase (Homo sapiens), P17405 | placental ASM, HMU-PC fluorogenic substrate, 60 min | Potency, µM (titrated, usually from 57.5 µM), for the others: at the highest dose activity change, negative = inhibition, most hits filed as inhibitors | actives 0.006% (n = 340,000) | AID 504937, 2011; note: potency is the fitted concentration of half-maximal effect
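qHTS format. ASM enzyme prepared from human placenta hydrolyses the fluorogenic substrate HMU-PC0 (9 uM final) over 60 min at 37 °C after a 10 min compound preincubation.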
GALK inhibitor: qHTS Assay for Inhibitors of Human Galactokinase (GALK) | P51570 | Purified GALK, Kinase-Glo residual ATP luminescence | Potency, µM (doses to about 57.5 µM), without a hit: top-dose activity change, negative = inhibition, hits mostly inhibitors | actives 0.007% (n = 270,000) | AID 1868, 2009; note: potency is the fitted concentration of half-maximal effect; % is set by controls: 0 for no effect and ±100 for the full control effect
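Human GALK (5 nM) with 35 uM ATP and 100 uM galactose in 20 mM HEPES pH 8.0, 5 mM MgCl2, 60 mM NaCl, 1 mM DTT, 0.01% BSA. After 1 h at room temperature, leftover ATP was read by Kinase-Glo Plus luminescence.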
Menin MLL FP TR: qHTS Assay for Inhibitors Targeting the Menin-MLL Interaction in MLL Related Leukemias: Competition With Texas Red Labeled MLL-derived Mutant Peptide | Menin + Texas Red MLL mutant peptide, fluorescence polarization | Potency, µM (top dose mostly 61.6 µM), without a hit: top-dose FP activity change, negative = inhibition, hits mostly inhibitors | actives 0.23% (n = 270,000) | AID 1768, 2009; active = well fitted inhibition curve with a large enough effect in the polarisation, with a control signal flat, not every such curve was filed as active; inconclusive = small, poorly fitted or top-dose-only effect, or effect the other way, or a change in a side signal; inactive = no such curve, though single readings can be large or run the other way; the % refers to the polarisation; note: potency is the fitted concentration of half-maximal effect; % of control where 0% means no effect; many of its hits are not listed in these tables
BCR signal inh: qHTS Assay to Find Inhibitors of Chronic Active B-Cell Receptor Signaling | ABC-DLBCL IkBa-CBG/CBR reporter, luminescence ratio, 4 h | Potency, µM (top dose mostly 46.1 µM), for inactives: top-dose ratio change, negative = lower green/red ratio, actives largely listed as inhibitors | actives 0.05% (n = 340,000); active = well fitted inhibition curve with a large enough effect in the signal ratio, with a control signal flat, not every such curve was filed as active; inconclusive = small, poorly fitted or top-dose-only effect, or effect the other way, or a change in a side signal; the % refers to the signal ratio;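 note: potency is the fitted concentration of half-maximal effect; plate controls were basal doxycycline-induced cells for no effect and cells given 10 µM MG132 for full effect; MG132 reads +100%, hits lower the ratio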
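TMD8 ABC-DLBCL cells carrying doxycycline-inducible green luciferase fused to IkappaBalpha plus unfused red luciferase were exposed to compounds (up to 46 uM) for 4 hrs at 37C. Activity came from the overlap-corrected green/red luminescence ratio.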
PKM2 activator: qHTS Assay for Activators of Human Muscle isoform 2 Pyruvate Kinase | Pyruvate kinase PKM (Homo sapiens), P14618 | purified PKM2, Kinase-Glo ATP luminescence, activation; response scale: 0% is enzyme alone, no compound | Potency, µM (highest dose often 57.5 µM), for inactives: at the top dose activation, most hits filed as activators | actives 0.34% (n = 260,000); note: potency is the fitted concentration of half-maximal effect; % is set by controls: 0 for no effect and ±100 for the full control effect; nearly all actives have a fitted effect of over 55% in size
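Purified hPK-M2 (>95%) run at intermediate activity with 0.1 mM ADP and 0.5 mM PEP in 50 mM imidazole pH 7.2, KCl, MgCl2; 1 h room temperature. ATP formed read by Kinase-Glo luminescence; normalized to uninhibited and no-enzyme controls.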
TSHR antagonist: Antagonists of the Thyroid Stimulating Hormone Receptor: HTS campaign; TSHR-expressing cells, TSH-stimulated cAMP HTRF, 2 h; hits give low values; activity change, negative = inhibition, % at 11.5 µM; actives 0.2% (n = 330,000);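 active = activity change below a set negative limit, meaning inhibition stronger than a set level, cut at about -70% in these data; inconclusive = activity change between two set negative limits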; note: % is set by controls: 0 for no effect and ±100 for the full control effect
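Freshly harvested TSHR cells receive pin-tooled compound, then EC80 TSH at 4nM final. After 2 hours at 37 deg C, antibody in lysis buffer and cAMP-d2 are added; 30 minutes at ambient temperature precede the HTRF read.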
Eya2 phos inh: qHTS Assay for Inhibitors of the Phosphatase Activity of Eya2; AID 488837, 2010; Protein phosphatase EYA2 (Homo sapiens), O00167; Potency, µM (top dose mostly 76.9 µM), inactives show top-dose activity, negative = inhibition, hits mostly inhibitors; actives 0.006% (n = 330,000); recombinant Eya2, OMFP fluorescence dephosphorylation (OMFP is methylfluorescein phosphate); note: potency is the fitted concentration of half-maximal effect; % is set by controls: 0 for no effect and ±100 for the full control effect
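Eya2 protein (added as 0.2 uM solution) was preincubated with compound for 10 min at ambient temperature in 50 mM HEPES pH 7.5, 50 mM NaCl, 5 uM MgCl2, 0.05% BSA, 1 mM DTT. OMFP (added at 50 uM) then reacted 10 min; fluorescence read at 485/525 nm.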
MBNL1-CUG inh: qHTS Assay for Inhibitors of MBNL1-poly(CUG) RNA binding. Muscleblind-like protein 1 (Homo sapiens), Q9NR56. TR-FRET MBNL1-His/biotin-(CUG)12 binding, 665/545 ratio. Potency, µM (doses to about 57.5 µM), for the others: top-dose activity change, negative = inhibition, most hits filed as inhibitors. actives 0.036% (n = 280,000). AID 2675, 2010; active = well fitted inhibition curve with a large enough effect in the signal ratio, with a control signal flat, not every such curve was filed as active; inconclusive = small, poorly fitted or top-dose-only effect, or effect the other way, or a change in a side signal; inactive = no such curve, though single readings can be large or run the other way; the % refers to the signal ratio; note: potency is the fitted concentration of half-maximal effect; % is set by controls: 0 for no effect and ±100 for the full control effect
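TR-FRET between His-tagged MBNL1 and biotin-(CUG)12 RNA, detected with Tb anti-His antibody (0.055 ng/ul) and streptavidin-XL665 (5 nM), 60 min at room temperature. Compounds titrated 92 nM to 58 uM; 665/545 nm ratio normalized to buffer and complex controls.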
hERG WT inh: qHTS for Inhibitors of KCHN2 3.1: Wildtype qHTS. Voltage-gated inwardly rectifying potassium channel KCNH2 (Homo sapiens), Q12809. U2OS, BacMam KCNH2, thallium flux FluxOr; hits give low values. activity change, % at 1.84 µM. actives 0.37% (n = 340,000);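 active = maximum activity change below -70%; inconclusive = maximum activity change between -70% and -50%; inactive = maximum activity change above -50%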; note: % is set by controls: 0 for no effect and ±100 for the full control effect
Target sequence (Q12809 whole entry, looked up): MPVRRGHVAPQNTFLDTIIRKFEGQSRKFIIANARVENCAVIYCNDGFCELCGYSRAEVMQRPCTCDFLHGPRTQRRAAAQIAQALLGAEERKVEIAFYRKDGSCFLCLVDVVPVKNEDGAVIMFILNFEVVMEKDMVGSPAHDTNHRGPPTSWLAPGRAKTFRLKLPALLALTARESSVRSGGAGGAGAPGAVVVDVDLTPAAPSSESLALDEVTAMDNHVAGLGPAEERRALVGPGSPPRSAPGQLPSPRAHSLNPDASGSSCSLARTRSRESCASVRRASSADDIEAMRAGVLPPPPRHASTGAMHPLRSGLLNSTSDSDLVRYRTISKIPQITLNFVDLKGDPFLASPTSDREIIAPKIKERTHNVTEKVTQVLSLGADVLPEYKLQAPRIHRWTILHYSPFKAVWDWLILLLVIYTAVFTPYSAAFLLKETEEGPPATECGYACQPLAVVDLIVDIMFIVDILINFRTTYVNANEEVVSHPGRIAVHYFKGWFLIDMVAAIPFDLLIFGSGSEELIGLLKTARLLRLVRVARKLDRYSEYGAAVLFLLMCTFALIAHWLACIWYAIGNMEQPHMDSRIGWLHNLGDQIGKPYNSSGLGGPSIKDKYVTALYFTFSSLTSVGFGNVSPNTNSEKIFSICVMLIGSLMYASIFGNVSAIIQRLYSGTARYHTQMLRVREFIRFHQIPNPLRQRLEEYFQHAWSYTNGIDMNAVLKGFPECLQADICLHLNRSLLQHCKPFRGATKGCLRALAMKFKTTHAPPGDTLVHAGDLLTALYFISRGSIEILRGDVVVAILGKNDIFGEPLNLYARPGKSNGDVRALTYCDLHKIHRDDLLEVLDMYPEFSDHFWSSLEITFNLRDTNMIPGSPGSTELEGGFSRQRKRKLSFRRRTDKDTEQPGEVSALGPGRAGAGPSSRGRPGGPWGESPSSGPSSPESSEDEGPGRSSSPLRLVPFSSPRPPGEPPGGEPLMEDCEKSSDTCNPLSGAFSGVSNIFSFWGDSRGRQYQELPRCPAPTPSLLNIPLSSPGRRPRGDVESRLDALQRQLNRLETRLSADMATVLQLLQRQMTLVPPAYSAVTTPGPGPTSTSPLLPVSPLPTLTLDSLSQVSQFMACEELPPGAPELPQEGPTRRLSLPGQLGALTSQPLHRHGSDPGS
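U2OS cells transduced with wild-type KCNH2 virus are loaded with FluxOr dye for 45 min, and thallium flux is measured in kinetic reads before and after stimulation buffer. Rate constants are normalized to DMSO controls.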
* = called active by the depositor; [ ] = another dose, or the depositor's remark. Unless noted, calls come from the whole dose curve; as a rule, active = well fitted curve in the direction sought with a large enough effect; inconclusive = small, poorly fitted or top-dose-only effect, or another doubt; inactive = no such curve, though single readings can be large; an effect the other way counts as inactive or inconclusive.

COc1cc2c(C(=O)O)c(C)n(CC(C)C)c2c2ccccc12 was read as USP2a inh -1%, Mito fusion yeast 14%, S-ASM inh -9%, GALK inhibitor 0%, Menin MLL FP TR inconclusive, BCR signal inh -6%, PKM2 activator -1%, TSHR antagonist -2, Eya2 phos inh 4%, MBNL1-CUG inh 2% and hERG WT inh 0.
For O=C(CCN1CCN(c2ccccc2)CC1)NNC(=O)Cc1ccccc1Cl the results were USP2a inh 1%, Mito fusion yeast -2%, S-ASM inh 0%, BCR signal inh -6%, TSHR antagonist 8, Eya2 phos inh 25% and hERG WT inh -10.
Screening O=C(Nc1ccccc1)c1ccc2ccccc2n1 returned USP2a inh 8%, Mito fusion yeast 0%, S-ASM inh -5%, GALK inhibitor -2%, Menin MLL FP TR 20%, BCR signal inh inconclusive, PKM2 activator -4%, TSHR antagonist -10, Eya2 phos inh -24%, MBNL1-CUG inh 29% and hERG WT inh 3.
Screening Cc1nn(-c2ccccc2)nc1-c1nnc(-c2ccc(C(F)(F)F)cc2)o1 returned USP2a inh 2%, Mito fusion yeast -4%, S-ASM inh 0%, GALK inhibitor 1%, BCR signal inh 7%, PKM2 activator 0%, TSHR antagonist 2, Eya2 phos inh 0%, MBNL1-CUG inh -7% and hERG WT inh -6.
Screening COc1ccc(OC(=O)/C=C/c2ccc([N+](=O)[O-])cc2)cc1 returned USP2a inh -1%, Mito fusion yeast -5%, S-ASM inh -2%, GALK inhibitor 1%, Menin MLL FP TR 6%, BCR signal inh 0%, TSHR antagonist 0, Eya2 phos inh -14%, MBNL1-CUG inh 3% and hERG WT inh -25.
`CCN(CC)c1ccc(CNC23CN4CN(CN(C4)C2)C3)cc1` gave USP2a inh 0%, Mito fusion yeast 3%, S-ASM inh 0%, GALK inhibitor 1%, Menin MLL FP TR 4%, BCR signal inh 6%, PKM2 activator 0%, TSHR antagonist 2, Eya2 phos inh -18%, MBNL1-CUG inh 2% and hERG WT inh 15.
Screening CCOC(=O)c1nn(-c2ccc3c(c2)OCO3)cc1O returned USP2a inh 2%, Mito fusion yeast -2%, S-ASM inh 0%, GALK inhibitor 2%, Menin MLL FP TR -14%, BCR signal inh 2%, PKM2 activator -8%, TSHR antagonist -2, Eya2 phos inh -10%, MBNL1-CUG inh 2% and hERG WT inh 0.
`CS(=O)(=O)N1CCc2cc(C(=O)N3CCOCC3)ccc21` gave USP2a inh 2%, Mito fusion yeast -1%, S-ASM inh 1%, GALK inhibitor 1%, Menin MLL FP TR 16%, BCR signal inh 0%, PKM2 activator 1%, TSHR antagonist 7, Eya2 phos inh 3%, MBNL1-CUG inh -2% and hERG WT inh 0.
Screening Cc1cc(NC(=O)CN2CCN(C/C=C/c3ccccc3)CC2)c([N+](=O)[O-])cc1C returned USP2a inh 0%, Mito fusion yeast 1%, S-ASM inh 4%, GALK inhibitor 1%, Menin MLL FP TR 2%, BCR signal inh 1%, PKM2 activator 1%, TSHR antagonist 5, Eya2 phos inh -2%, MBNL1-CUG inh -7% and hERG WT inh -17.
Screening O=[N+]([O-])c1ccccc1NC1CCN(Cc2ccccc2)CC1 returned USP2a inh 9%, Mito fusion yeast 1%, S-ASM inh -11%, GALK inhibitor -1%, BCR signal inh -1%, PKM2 activator -1%, TSHR antagonist 12, Eya2 phos inh -7%, MBNL1-CUG inh inconclusive and hERG WT inh 20.
For Cc1noc(C)c1C(=O)OCC(=O)NC(=O)NC12CC3CC(CC(C3)C1)C2 the results were USP2a inh 1%, Mito fusion yeast 7%, S-ASM inh -3%, GALK inhibitor 2%, Menin MLL FP TR -4%, BCR signal inh 0%, PKM2 activator -2%, TSHR antagonist -13, Eya2 phos inh -3%, MBNL1-CUG inh 1% and hERG WT inh -6.
Screening COc1ccc(CN2CCNC(=O)C2CC(=O)NCCCn2cccn2)c(OC)c1 (stereo unspecified) returned USP2a inh 1%, Mito fusion yeast 0%, S-ASM inh 6%, GALK inhibitor 1%, Menin MLL FP TR -4%, BCR signal inh -10%, PKM2 activator -8%, TSHR antagonist -7, Eya2 phos inh -7%, MBNL1-CUG inh 5% and hERG WT inh 14.
`Cc1ccc(/C=C2\SC(=S)N(CCCC(=O)Nc3cc(C)on3)C2=O)cc1` gave USP2a inh -2%, Mito fusion yeast -1%, S-ASM inh -2%, GALK inhibitor 4%, Menin MLL FP TR inconclusive, BCR signal inh inconclusive, PKM2 activator 0%, TSHR antagonist 19, Eya2 phos inh -2%, MBNL1-CUG inh -5% and hERG WT inh -10.
COC(=O)CNC(=O)CCC(=O)N1CCN(C(c2ccccc2)c2ccccc2)CC1 was read as USP2a inh 0%, Mito fusion yeast 5%, S-ASM inh 2%, GALK inhibitor -2%, Menin MLL FP TR -11%, BCR signal inh inconclusive, PKM2 activator 0%, TSHR antagonist 22, Eya2 phos inh -1%, MBNL1-CUG inh -7% and hERG WT inh -7.
`O=C(CSc1ccc2ccccc2c1)Nc1ccncc1` gave USP2a inh 2%, Mito fusion yeast 7%, S-ASM inh 1%, GALK inhibitor -3%, Menin MLL FP TR 10%, BCR signal inh inconclusive, PKM2 activator 1%, TSHR antagonist -29, Eya2 phos inh -39%, MBNL1-CUG inh 4% and hERG WT inh -13.
Cc1ccc(C(=O)NNC(=O)c2nn(-c3ccc(F)cc3)ccc2=O)cc1 was read as USP2a inh 0%, Mito fusion yeast 0%, S-ASM inh -1%, GALK inhibitor -4%, BCR signal inh inconclusive, PKM2 activator -3%, TSHR antagonist 1, Eya2 phos inh 2%, MBNL1-CUG inh inconclusive and hERG WT inh -9.
For NCc1c(O)ccc2ccccc12 the results were USP2a inh 2%, Mito fusion yeast -38%[inhibitor], Menin MLL FP TR 0%, BCR signal inh inconclusive, PKM2 activator -27%, TSHR antagonist 1, Eya2 phos inh -3% and MBNL1-CUG inh -1%.
Screening Cc1cccc(N2CCN(S(=O)(=O)c3ccc4c(c3)CCN4C(=O)CCC(=O)O)CC2)c1C returned USP2a inh 3%, Mito fusion yeast -2%, S-ASM inh -3%, GALK inhibitor -5%, Menin MLL FP TR 26%, BCR signal inh inconclusive, PKM2 activator 1%, TSHR antagonist -8, Eya2 phos inh 16%, MBNL1-CUG inh 3% and hERG WT inh 0.
`COc1ccc(-c2nnc(-c3ccccc3)o2)cc1OC` gave USP2a inh -1%, Mito fusion yeast 3%, S-ASM inh -4%, GALK inhibitor -1%, Menin MLL FP TR -11%, BCR signal inh inconclusive, PKM2 activator -7%, TSHR antagonist -5, Eya2 phos inh 1%, MBNL1-CUG inh -6% and hERG WT inh -27.

Only part of the results is shown (hit frequency here may not be typical).
